Screens (PubChem)
Siah-1 displacement: blockers of Siah-1 interaction with plectin peptide – biochemical, fluorescence polarization, rhodamine-plectin, uHTS, primary screen (AID 1817); displacement, % at 20 µM; hits with a dose series show IC50 in µM; 0.02% of 290,000 active; Siah-1 / rhodamine-plectin peptide fluorescence polarization; higher % means a stronger effect;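 active = displacement of at least 50% at 20 µM, with a fluorescence ratio check between 0.3 and a set limit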;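 note: plate controls were Siah plus tracer with DMSO for no effect and tracer alone without Siah for full effect; strong numbers were not always called active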
KOR beta-arrestin-1: KOR agonists, beta-arrestin recruitment, primary screen, cell-based, luminescence, uHTS (AID 1777); KOR beta-arrestin recruitment, luminescence; higher % means a stronger effect; 0.02% of 280,000 active; activation, % at 10 µM, or EC50 in µM where a hit was titrated; in the data active = activation above about 50%, passing the limit was not always enough; note: a part of the inactive calls stands beside numbers as strong as those of hits
GPR55 antagonists: inhibition of LPI-stimulated GPR55 beta-arrestin translocation – imaging, U2OS, beta-arrestin-GFP, LPI agonist, primary screen (AID 2013). U2OS GPR55 beta-arrestin-GFP translocation imaging, LPI antagonism; higher % means a stronger effect. one-dose inhibition, % at 10 µM; IC50 in µM for titrated hits. 0.13% of 290,000 active;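 active = spots per cell inhibited over 60%, with over 100 cells counted and total cytoplasm intensity under 500,000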;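 note: U2OS cells stably carrying GPR55 and arrestin-GFP stimulated by 5 µM LPI near EC80; imaged beta-arrestin-GFP aggregate spots per cell after agonist stimulation; plate controls were LPI-stimulated DMSO wells for no effect and DMSO wells without LPI for full effect; some results filed as inactive read as strong as hits; confirmed hits need IC50 under 10 µM and bright autofluorescent wells are also inconclusive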
NOD1 NF-kB reporter: inhibition of NOD1-driven NF-kB reporter – cell-based, luminescence, uHTS, primary screen (AID 1578). NOD1-driven NF-kB luciferase reporter cells, luminescence; higher % means a stronger effect. one-dose inhibition, % at 4 µM; EC50 in µM for titrated hits. 1% of 290,000 active; in the data active = inhibition mostly above about 36%, no sharp cut-off; inactive = mostly below about 34%;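 note: HEK-293T reporter cells stimulated with the NOD1 agonist gamma-tri-DAP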
GPR35 antagonists: GPR35 antagonists blocking zaprinast-driven arrestin recruitment, primary screen, imaging, U2OS, beta-arrestin-GFP, zaprinast agonist (AID 2058). U2OS GPR35 beta-arrestin-GFP translocation imaging, zaprinast antagonism; higher % means a stronger effect. 0.052% of 290,000 active. one-dose inhibition, % at 10 µM; IC50 in µM for titrated hits;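 active = inhibition of at least 50% with at least 30 cells and total cytoplasm GFP at most 10,000,000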
HIV fusion peptide: inhibitors of HIV fusion peptide binding, primary screen, biochemical, uHTS, fluorescence dequenching (AID 1986); cell-free peptide binding, fluorescence dequenching, 30 min; higher % means a stronger effect; inhibition, % at 20 µM, or IC50 in µM where a hit was titrated; 0.3% of 290,000 active; in the data active = inhibition mostly above about 52%, no sharp cut-off; inactive = mostly below about 76%; note: some results filed as inactive read as strong as hits
GPR55 beta-arrestin: GPR55 agonists via beta-arrestin recruitment, primary screen, imaging, U2OS cells, beta-arrestin-GFP redistribution (AID 1961); 0.048% of 290,000 active; activation, % at 10 µM; hits with a dose series show EC50 in µM; U2OS GPR55 beta-arrestin-GFP redistribution imaging; higher % means a stronger effect;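 active = activation above 40% with more than 50 cells counted in the well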;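 note: U2OS osteosarcoma cells stably expressing GPR55 and beta-arrestin-GFP; plate controls were DMSO negative control for no effect and LPI positive control for full effect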
KOR beta-arrestin-2: KOR antagonists, beta-arrestin recruitment, cell-based, luminescence, uHTS (AID 1778). inhibition, % at 10 µM; hits with a dose series show IC50 in µM. KOR beta-arrestin recruitment, luminescence, antagonist mode; higher % means a stronger effect. 0.091% of 290,000 active; in the data active = inhibition above about 50%; note: strong numbers were not always called active
AID2073: disruptors of CaV2.2 binding to Mint1 – biochemical, HTRF (AID 2073); HTRF protein-protein interaction, Mint1-CaV2.2; higher % means a stronger effect; one-dose inhibition, % at 20 µM; IC50 in µM for titrated hits; 0.19% of 290,000 active; in the data active = inhibition mostly above about 51%, no sharp cut-off; note: some results filed as inactive read as strong as hits
* hit, by the source's call; nt = no result given; [ ] = remark or other dose. Some of the compounds tested, so the mix of outcomes need not match the whole.

Under each structure: KOR beta-arrestin-2	Siah-1 displacement	GPR55 beta-arrestin	HIV fusion peptide	GPR55 antagonists	KOR beta-arrestin-1	GPR35 antagonists	AID2073	NOD1 NF-kB reporter
- O=C(/C=C/c1ccccc1Cl)N(Cc1cccs1)C1CCS(=O)(=O)C1 (configuration not stated)
    -32.3%	0.3%	0.4%	0.8%	-5.1%	5.3%	1.5%	-2.9%	-6.0%
- CSc1ccccc1NC(=O)CSCc1ccccc1Br
    -1.4%	3.1%	-0.3%	0.4%	10.7%	0.7%	5.5%	2.5%	-22.7%
- C=CCOCCN1C(=O)C2C3C=CC(C2C1=O)C1C2C(=O)N(CCOCC=C)C(=O)C2C31 (configuration not stated)
    5.3%	31.1%	0.0%	8.2%	11.3%	1.0%	3.1%	15.5%	0.8%
- CCC(=O)N(Cc1cc(=O)[nH]c2ccccc12)c1ccccc1OC
    -12.0%	7.1%	0.0%	-0.2%	-2.3%	-3.3%	-4.6%	6.2%	-15.9%
- CCOC(=O)c1c(C)[nH]c(C)c1C(=O)COC(=O)c1ccc(Cl)c(S(=O)(=O)NCc2ccccc2)c1
    -14.2%	-2.8%	-0.1%	-1.1%	-4.0%	4.1%	-5.0%	-9.0%	-38.1%
- Clc1ccc(SCCCCN2CCNCC2)cc1
    12.9%	-7.8%	-0.2%	-1.3%	-0.5%	-4.8%	4.5%	36.0%	30.1%
- COc1cccc(S(=O)(=O)NCc2ccc(C(=O)Nc3cccc(Cl)c3)cc2)c1
    -30.5%	-3.1%	1.1%	0.2%	9.0%	-4.5%	-6.9%	6.2%	54.7%
- COc1cc(NC(=O)CSc2nc(C3CC3)nc3ccccc23)cc(OC)c1
    5.7%	7.3%	0.2%	0.6%	-6.6%	-3.1%	0.9%	27.8%	-9.7%
- CCN(CC)c1nc2n(c(=S)n1)CCS2
    -11.1%	-4.3%	-0.3%	4.8%	1.2%	-6.9%	-8.2%	6.0%	18.8%
- CSc1ccc(N2C(=O)NC3(CCCCC3)C2=O)cc1
    -4.1%	-4.9%	-0.1%	-1.5%	0.6%	-0.3%	-4.7%	0.6%	-33.2%
- CC(C)(C)N=Cc1c(O)ccc2oc3c(c12)CCCC3
    1.6%	-4.3%	-0.1%	54.2%	-9.2%	1.5%	-15.8%	3.2%	-1.4%
- CC(NS(C)(=O)=O)C(c1cccs1)N1CCN(c2ccc(F)cc2)CC1 (configuration not stated)
    -29.0%	-1.2%	-0.2%	-0.5%	-10.1%	-1.9%	-2.8%	3.1%	-7.5%
- S=C(NCCCN1CCOCC1)N1CCOCC1
    18.9%	13.4%	-0.2%	-0.3%	-6.0%	-2.5%	-14.2%	20.8%	-0.6%
- Cc1cc(C)cc(C(=O)N(C)C2CCCN(Cc3ccccc3F)C2)c1 (configuration not stated)
    3.3%[20 µM]	-3.5%	-0.3%	0.3%	16.7%	-2.5%	4.4%	-1.1%	-20.3%
- CN(C)S(=O)(=O)N1CCN(S(=O)(=O)c2ccc3ccccc3c2)CC1
    -32.0%	1.0%	0.0%	5.9%	5.8%	3.8%	12.7%	1.1%	17.0%
- CN(CCCNS(=O)(=O)c1cccc2cccnc12)Cc1ccccc1
    -37.3%	-3.8%	0.7%	-1.7%	3.7%	13.2%	-1.5%	-2.5%	24.8%
- Cc1ccc(N2C(=O)CC(N3CCN(C4CCc5ccccc5C4)CC3)C2=O)cc1 (configuration not stated)
    3.6%	-1.0%	0.3%	1.3%	3.3%	-1.0%	7.2%	16.1%	23.2%
- COC(=O)CCC(=O)Nc1ccc(N=Nc2ccccc2)cc1
    -30.2%	0.5%	0.0%	-0.1%	-5.7%	3.9%	-1.1%	19.8%	-44.1%
- Cc1ccc(OCC(=O)NCc2ccccn2)c(Br)c1
    -15.4%	2.8%	-0.1%	0.9%	-10.5%	3.7%	-6.1%	-5.2%	-49.9%
- NNC(=O)C(Cc1c[nH]c2ccccc12)NC(=O)c1ccccc1 (configuration not stated)
    -10.5%	-5.9%	-0.2%	-1.0%	-9.9%	1.4%	16.7%	19.5%	7.8%
- CCCCc1nc2n[nH]c(N)c2c2c1CCC2
    3.7%	4.5%	0.8%	0.4%	-13.4%	-4.9%	-12.7%	-9.4%	-5.6%
- Cc1ccc(C(C(=O)NC(C)(C)C)N(Cc2ccccc2)C(=O)c2snc(C(N)=O)c2N)o1 (configuration not stated)
    -32.1%	-5.4%	-0.2%	-0.7%	-3.0%	3.3%	8.1%	1.6%	11.4%
- COc1ccc(N2CCN(C3CCCN(C(=O)c4ccoc4)C3)CC2)cc1 (configuration not stated)
    31.2%	3.5%	-0.1%	-0.6%	6.8%	-4.2%	5.0%	10.1%	2.0%
- CN(O)C(=O)Nc1ccc([N+](=O)[O-])cc1
    4.7%[20 µM]	-0.9%	-0.1%	1.5%	2.9%	-8.5%	14.8%	-2.2%	-19.2%
- COc1ccc(-c2c(C)nn3c(C)cc(C)nc23)cc1
    -30.1%[20 µM]	1.0%	0.5%	0.9%	-11.8%	0.7%	12.0%	5.1%	-0.2%
- CC1Cc2ccccc2N1C(=O)Cn1c(=O)oc2cc(S(=O)(=O)NC3CCCC3)ccc21 (configuration not stated)
    -29.3%	-6.9%	-0.2%	-3.3%	-1.6%	1.4%	-1.6%	5.9%	22.6%
- CC(=O)Nc1sc(NC(=O)c2ccco2)nc1-c1cccs1
    6.7%	-0.8%	-0.2%	-1.7%	-7.4%	-4.1%	-2.5%	-5.6%	-15.5%
- COc1ccc(C(=O)Nc2cnn(Cc3ccc(Cl)cc3)c2)cc1OC
    -17.4%	3.9%	0.5%	-0.1%	8.7%	-0.6%	-6.5%	-4.5%	-66.3%
- Cc1nc(-c2ccc(S(=O)(=O)N3CCCN(CCc4ccccc4)CC3)s2)cs1
    39.9%	-6.8%	0.0%	-3.3%	10.6%	1.9%	0.6%	-6.4%	25.9%
- CC(=O)Nc1ccc(NC(=O)CSc2nnc(NC(=O)c3ccco3)s2)cc1
    -3.2%	-0.1%	0.6%	1.4%	2.2%	5.8%	-7.6%	5.4%	-1.4%
- CCc1c(C(=O)Nc2nnc(C3CC3)s2)csc1C
    34.1%	-4.8%	-0.1%	-2.8%	-0.5%	3.1%	10.9%	-5.1%	-19.2%
- CC(=O)c1ccc(NC(=O)C2CCN(S(=O)(=O)c3cccc4nonc34)CC2)cc1
    -10.2%	7.5%	-0.2%	0.3%	-7.0%	-3.6%	-10.7%	-18.0%	-2.4%
- CCn1c(SCC(N)=O)nnc1-c1ccco1
    -13.1%	-0.7%	-1.0%	-1.3%	-1.0%	nt	11.3%	0.2%	-0.4%
- N#CC1=C(N)Oc2cc(N)ccc2C1c1ccc(F)cc1 (configuration not stated)
    -53.6%	-3.4%	0.1%	-1.2%	7.6%	-0.2%	-2.2%	-0.4%	31.2%
- O=C(c1ccsc1)N1CCCC(Nc2ccc(F)c(F)c2)C1 (configuration not stated)
    -37.0%	4.1%	0.2%	-0.6%	-9.0%	1.8%	0.0%	9.3%	-3.5%
- COc1ccc(N2CCN(C(=O)C(C)(C)Oc3ccc(Cl)cc3)CC2)cc1
    4.6%	-4.5%	0.2%	-4.6%	-7.9%	-4.1%	12.7%	-10.1%	-14.6%
- COCCN(C(=O)COC(=O)c1cccc2ccccc12)c1c(N)n(Cc2ccccc2)c(=O)[nH]c1=O
    -35.0%	2.3%	0.2%	1.8%	7.9%	1.4%	-10.0%	4.4%	-28.8%
- CCOC(=O)c1cc(C#N)c(SCc2cccc3ccccc23)nc1C
    -12.4%	-4.5%	-0.1%	-2.6%	-1.1%	-7.5%	-23.6%	3.2%	11.8%
- CN(C)CCCCOc1ccc(F)cc1
    -18.9%	0.7%	0.0%	1.2%	5.2%	2.9%	-14.6%	0.0%	-4.8%
- CC1CCN(CCOCCOc2ccccc2Br)CC1
    16.5%	-0.5%	-0.1%	0.1%	1.4%	-0.4%	-20.7%	-13.8%	-22.1%
- CCN(CC(=O)Nc1ccc(NC(C)=O)cc1)C(=O)Cc1cccc2ccccc12
    11.6%	1.2%	-0.1%	-0.9%	-0.8%	5.3%	7.6%	-10.0%	-31.4%
- CCOCCCn1c(=S)[nH]c2cc(C(=O)NCCc3ccccc3)ccc2c1=O
    8.4%	8.3%	-0.3%	1.3%	2.0%	-3.6%	11.7%	0.4%	-2.9%
- O=S(=O)(NCc1ccc(F)cc1)c1ccc2c(c1)OCCO2
    13.9%	4.2%	-0.2%	0.9%	0.8%	-3.7%	20.8%	2.9%	4.2%
- S=C(Nc1ccc(Oc2ccc(NC(=S)NC3CCCCC3)cc2)cc1)NC1CCCCC1
    -22.7%	-6.7%	-0.1%	-1.6%	5.4%	1.7%	7.4%	1.8%	23.7%
- CC(C(=O)N1CCC(C(N)=O)CC1)N(c1ccc(Oc2ccccc2)cc1)S(C)(=O)=O (configuration not stated)
    9.6%	-3.5%	-0.1%	-3.4%	9.3%	2.0%	12.0%	-5.5%	8.6%

Arranged by count of non-hydrogen atoms (descending): some entries from above.
Under each structure: KOR beta-arrestin-2	Siah-1 displacement	GPR55 beta-arrestin	HIV fusion peptide	GPR55 antagonists	KOR beta-arrestin-1	GPR35 antagonists	AID2073	NOD1 NF-kB reporter
- S=C(Nc1ccc(Oc2ccc(NC(=S)NC3CCCCC3)cc2)cc1)NC1CCCCC1
    -22.7%	-6.7%	-0.1%	-1.6%	5.4%	1.7%	7.4%	1.8%	23.7%
- CC(=O)c1ccc(NC(=O)C2CCN(S(=O)(=O)c3cccc4nonc34)CC2)cc1
    -10.2%	7.5%	-0.2%	0.3%	-7.0%	-3.6%	-10.7%	-18.0%	-2.4%
- COc1ccc(N2CCN(C(=O)C(C)(C)Oc3ccc(Cl)cc3)CC2)cc1
    4.6%	-4.5%	0.2%	-4.6%	-7.9%	-4.1%	12.7%	-10.1%	-14.6%
- O=C(c1ccsc1)N1CCCC(Nc2ccc(F)c(F)c2)C1 (configuration not stated)
    -37.0%	4.1%	0.2%	-0.6%	-9.0%	1.8%	0.0%	9.3%	-3.5%
- CC1CCN(CCOCCOc2ccccc2Br)CC1
    16.5%	-0.5%	-0.1%	0.1%	1.4%	-0.4%	-20.7%	-13.8%	-22.1%
- CCc1c(C(=O)Nc2nnc(C3CC3)s2)csc1C
    34.1%	-4.8%	-0.1%	-2.8%	-0.5%	3.1%	10.9%	-5.1%	-19.2%
- CN(C)CCCCOc1ccc(F)cc1
    -18.9%	0.7%	0.0%	1.2%	5.2%	2.9%	-14.6%	0.0%	-4.8%
